TWEAK-Fn14 inh: TWEAK-Fn14 signaling inhibition; TWEAK-stimulated Fn14 reporter cells, luciferase luminescence, 8 h; inhibition, % at 10 µM; hit rate 2% among 360,000; AID 1159606; in the data active means inhibition above about 50%
NR2E3 ag-1: activates human photoreceptor nuclear receptor NR2E3. Q9Y5X4. GST-NR2E3/biotin-RetCOR TR-FRET, 1536-well. inhibition of corepressor binding, % at 4.78 µM. hit rate 0.12% among 320,000. AID 2300;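 active means percent inhibition above the cutoff of mean plus 3 SD of all tested compounds, set per screening campaign, cut at about 20% in these data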;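 further: 0% = DMSO wells and 100% = biotin wells as full block of FRET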
Target sequence (Q9Y5X4 whole entry, looked up): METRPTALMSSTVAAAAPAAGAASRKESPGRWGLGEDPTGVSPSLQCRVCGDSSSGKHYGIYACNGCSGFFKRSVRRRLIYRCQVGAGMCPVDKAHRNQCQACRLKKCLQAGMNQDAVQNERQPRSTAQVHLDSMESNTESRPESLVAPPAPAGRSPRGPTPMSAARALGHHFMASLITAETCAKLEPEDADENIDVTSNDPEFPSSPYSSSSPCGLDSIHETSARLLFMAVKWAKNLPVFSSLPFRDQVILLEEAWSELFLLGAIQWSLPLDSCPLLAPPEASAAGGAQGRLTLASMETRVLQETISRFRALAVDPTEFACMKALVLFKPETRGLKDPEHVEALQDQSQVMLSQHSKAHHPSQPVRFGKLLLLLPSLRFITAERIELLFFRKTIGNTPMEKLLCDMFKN
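Test system – NR2E3–RetCOR corepressor complex · Quantity – NR2E3 fusion 1.35 nM · Buffer or medium – Tris pH 7.5 · Incubation – Compound–protein incubation for 5 h at 4 °C · Technique – TR-FRET, Eu(K)-anti-GST donor, streptavidin-D2 acceptor, ex 340, em 617/671 nm · Evaluation – percent inhibition of 671/617 nm emission ratio versus biotin and DMSO controls · Plate – 1536-well format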
Peg3 promoter: inhibitors of Peg3 promoter; AID 588405; inhibition, % at 20 µM; hit rate 1.7% among 360,000; HeLa PEG-Prom luciferase reporter, luminescence, overnight;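 active means inhibition of at least 50% at 20 µM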
NR2E3 ag-2: human photoreceptor-specific nuclear receptor agonism; CHO-S Gal4-NCOR/VP16-NR2E3 two-hybrid, luciferase; inhibition of corepressor binding, % at 3.98 µM; hit rate 0.35% among 360,000; AID 602229;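 active means inhibition above the mean of all tested compounds plus 3 SD, cut at about 70% in these data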;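 further: 0% = DMSO with NR2E3 transfected cells and 100% = cells lacking NR2E3 construct; higher means lower luciferase signal from less NR2E3 corepressor binding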
TROY signal inh: inhibitors of TROY-dependent NF-kB signaling. Q293 LMP1-TROYcd NF-kB luciferase reporter, 4 h. inhibition, % at 10 µM. hit rate 0.98% among 360,000. AID 1347056;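 active means compounds whose plate-normalised and pattern-corrected inhibition of the luciferase reporter signal at the single screening dose is 50% or more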
C8 TRAIL sens: sensitizes caspase-8 expressing cells to TRAIL; NB7+C8 cells + TRAIL, ATPlite viability luminescence; inhibition (viability loss, TRAIL sensitization), % at 10 µM; hit rate 1% among 360,000; AID 624354;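 active means compounds causing at least 50% loss of cell viability in the single-dose screen, relative to plate controls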
CF NFkB block: cystic fibrosis NF-kB activation inhibition | hit rate 0.86% among 360,000 | KKLEB NF-kB-GFP reporter, PAF-induced, GFP fluorescence overnight | inhibition, % at 5 µM;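 active means at least 50% inhibition at 5 µM, scaled per plate between neutral and stimulator controls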;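 further: PAF is a Pseudomonas aeruginosa culture filtrate used as stimulus; plate controls were PAF-stimulated DMSO wells for no effect and unstimulated DMSO wells for full effect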
TRPM1 prom inh: MITF TRPM1 promoter inhibition in SK-MEL-5 cells. SK-MEL-5 TRPM1 promoter luciferase, 24 h. inhibition, % at 12.5 µM. hit rate 0.83% among 330,000;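 active means mean inhibition across replicates of 60% or more, whatever share of single replicates reaches that level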; further: values of inactives mirror those of a sister screen read the other way
KKLEB cytotox: reduces viability of KKLEB cystic fibrosis airway cells; activity change (cytotoxicity), % at 5 µM; AID 602141; KKLEB CF airway cells viability, ATPlite luminescence, overnight; hits give low values; cells stimulated with P. aeruginosa culture filtrate; hit rate 0.36% among 360,000;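 active means corrected activity change at or below -50% at 5 µM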
Shn3 3UTR inh: Schnurri-3 reporter inhibition in Clone20 osteoblasts; Clone20 osteoblast Shn3 3'UTR firefly luciferase, 24 h; inhibition, % at 12.5 µM; hit rate 0.52% among 360,000; AID 588674;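 active means mean inhibition of at least 75% with every replicate also reaching 75%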;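 further: 0% = median of neutral control wells and 100% = pilot-screen positive control compound; some compounds past the cut are filed as inactive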
HIF-2a block: HIF-2a inhibition. hit rate 0.72% among 360,000. inhibition, % at 18.8 µM. 786-0 RCC cells HIF-2a reporter, luciferase luminescence, overnight;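 active means inhibition of the luminescence signal of 40% or more relative to plate controls, in a single-dose primary screen at 18.75 µM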
Numbers without * were called inactive; i = inactive; . = not tested or not shown.

SMILES	TWEAK-Fn14 inh	NR2E3 ag-1	Peg3 promoter	NR2E3 ag-2	TROY signal inh	C8 TRAIL sens	CF NFkB block	TRPM1 prom inh	KKLEB cytotox	Shn3 3UTR inh	HIF-2a block
COc1ccc(CNc2nc3nc(C)cc(C)n3n2)cc1	-17	-2	-61	-46	-25	0	-6	-26	-10	6	-53
COc1cccc(CNC(=O)[C@@H]2CCCN2C(=O)[C@H]2CCCCN2S(=O)(=O)c2ccc(OC)c(C)c2)c1	0	.	.	-1	-12	19	.	.	.	.	-6
CN(Cc1ccc(CNC[C@H]2O[C@@H](n3cnc4c(N)ncnc43)[C@H](O)[C@@H]2O)o1)S(C)(=O)=O	-5	.	-5	-7	-9	-13	6	-6	0	-5	-1
COc1ccccc1N(CC(=O)NCC1CCCO1)C(=O)CNS(=O)(=O)c1ccccc1 (stereo unspecified)	1	-3	2	5	5	-28	-20	5	17	-18	12
O=C(Nc1ccccc1)c1ccc(Br)o1	-1	1	-158	-19	-50	0	7	-39	-14	-36	-156
CNC(=O)C[C@@H]1C(=O)N(Cc2ccccc2)CC1(C)C	12	.	-1	-20	2	5	1	.	-6	-12	5
c1ccc2oc(-c3ccc(Nc4nc(N5CCOCC5)nc(N5CCOCC5)n4)cc3)nc2c1	1	.	32	-12	-20	11	2	-35	16	56	-3
Cc1ccc(CN2CCSc3ccc(C(=O)NCC4CCCO4)cc32)cc1 (stereo unspecified)	-9	4	12	-31	-28	1	5	15	3	7	4
CS(=O)CCC(NS(=O)(=O)c1ccccc1)C(=O)O (stereo unspecified)	0	3	11	7	4	-34	-21	-2	18	-18	20
O=C(NCc1ccc2c(c1)OCO2)C(=O)NCC1OCCCN1S(=O)(=O)c1cc(F)ccc1F (stereo unspecified)	2	-1	-2	-22	-23	-7	-2	1	10	2	12
Cn1c(CSCc2ccccc2)n[nH]c1=S	-2	0	8	-4	8	10	-1	-12	7	-2	12
CN(C)CCCC(C)(O)C(Cc1ccccc1)c1ccccc1 (stereo unspecified)	0	2	-7	-8	6	0	14	-14	-3	-11	17
CCc1ccc(-c2nc(CN3CCC(C(=O)N4CCN(c5ccccc5)CC4)CC3)c(C)o2)cc1	94*	0	88*	29	27	25	18	17	-21	53	-9
Nc1ccc(S(=O)(=O)Nc2nc3ccccc3o2)cc1	13	0	-3	-25	4	1	-6	6	20	-9	14
O=C(NC1CCCC1)C(c1ccc(F)cc1)N(Cc1ccccc1Cl)C(=O)CCl (stereo unspecified)	18	0	42	1	-1	-1	-6	49	14	-21	17
Cc1ccccc1NC(=O)COC(=O)/C=C/c1cccc(C(F)(F)F)c1	-28	-1	5	-10	9	-5	-6	0	5	13	9
Cc1ccc(C)c(N2C(=O)CS/C2=N\NC(=O)c2ccccc2Cl)c1	4	3	-22	-6	-5	2	-25	-22	-3	-24	1
CC(=O)OCCc1c(C)nc2nc[nH]n2c1=O	-13	1	18	8	-3	-7	-4	5	2	4	5
CC(=O)Nc1ccc(OC(=O)N2CCCC2)cc1	8	1	2	-19	-13	0	-14	-9	6	-20	11
CCOc1ccccc1C1C(C#N)=C(N)N(N(C)C)C2=C1C(=O)CCC2 (stereo unspecified)	9	-2	9	2	7	-12	-11	-1	5	-13	25
Cc1csc(NC(=O)C(F)(F)F)n1	-16	2	-3	-21	0	3	-3	5	-21	8	-1
CS(=O)(=O)N(CC(=O)N1CCCC1)c1cc(Cl)c(Cl)cc1Cl	-13	2	26	4	15	7	5	6	-3	-18	-29
Cc1ccc(C(=O)Nc2nnc(C3=COCCO3)o2)cc1C	-5	2	6	-32	-11	-17	11	2	-16	-20	-13
COc1ccc(/C=N/NC(=O)CCCOc2ccc(Cl)cc2Cl)cc1	-4	2	6	-27	8	0	-9	-2	-12	4	9
CCc1cc(=O)oc2c(C)c(OC(C)C(=O)NC3CC(C)(C)NC(C)(C)C3)ccc12 (stereo unspecified)	2	1	6	-42	-15	4	-14	1	-2	13	5

New compounds follow.
SMILES	TWEAK-Fn14 inh	NR2E3 ag-1	Peg3 promoter	NR2E3 ag-2	TROY signal inh	C8 TRAIL sens	CF NFkB block	TRPM1 prom inh	KKLEB cytotox	Shn3 3UTR inh	HIF-2a block
COC(=O)c1c(C)nc(C)c(C(=O)OC)c1-c1ccc(OC)cc1	9	-2	15	3	13	2	12	1	6	14	19
CCCCNc1ccc2oc(-c3ccc(OC)cc3)c(-c3ccc(OC)c(F)c3)c2c1	-3	.	9	-4	-5	-6	-10	8	0	8	-3
Cc1ccc(CCN2CC(C(=O)NCCc3ccccc3)CC2=O)cc1 (stereo unspecified)	7	-2	9	-1	-16	2	4	2	1	1	-11
Cn1c(SCC(=O)NC2CCCC2)nnc1-c1ccncc1	-6	-2	2	-10	3	-7	10	3	-4	1	5
Fc1ccc(COc2ccccc2C(=S)N2CCCC2)cc1	-5	3	-11	-25	-27	1	-19	0	6	-26	-28
Cc1cc(SCC(=O)Nc2ccccc2)n2ncc(-c3ccccc3)c2n1	32	0	22	-13	63*	-4	-4	-6	5	13	-10
CCOC(=O)CN(C(=O)CSc1nnc2c(n1)[nH]c1ccccc12)c1ccccc1	26	-2	25	-23	8	46	-15	23	-4	17	8
Cc1cc(C(=O)OCC(=O)N2CCc3ccccc32)ccc1[N+](=O)[O-]	-22	2	-11	-8	-30	5	-5	-1	2	-7	-5
CCN(CC)Cc1nc2nc(Cl)c(Cl)nc2[nH]1	-8	.	-5	4	0	-2	7	.	3	-16	3
COC(=O)c1ccccc1NC(=O)CSc1nncn1-c1cccnc1	17	4	-7	-10	-3	-10	4	24	8	9	-1
O=C1NC2(CCOc3ccccc32)C(=O)N1CC(=O)N(Cc1ccccc1)C1CCS(=O)(=O)C1 (stereo unspecified)	-14	-1	6	16	-16	7	-9	1	4	3	7
O=c1c2cc(NC(=S)NCCN3CCCCCC3)ccc2nc2n1CCCCC2	8	0	12	-20	-13	8	17	3	1	-5	4
CC(C)Oc1ccc(Nc2ncnc3ccccc23)cc1	-9	-1	-334	-98	-58	-1	4	-84	5	-41	-226
COc1ccccc1NC(=O)c1sc2nc(C)cc(C)c2c1N	45	0	-3	0	-15	10	11	-3	-16	-5	-23
COc1ccc(C(=O)CCC(C)(C)[N+](=O)[O-])cc1	-12	0	-28	-19	-34	5	-10	-18	7	7	-62
COc1ccc(N2CCN(CCNC(=O)Nc3cc(Cl)ccc3Cl)CC2)cc1	4	.	10	29	7	15	4	6	-18	5	5
CCOC(=O)CSc1nc(C)cc(=O)[nH]1	5	4	11	-1	-3	-2	-3	-8	8	-5	16
Cc1ccc(N2CC(C(=O)OCC(=O)c3ccc[nH]3)CC2=O)cc1 (stereo unspecified)	-15	-1	6	4	-10	5	2	-1	4	0	2
O=C(O)CCN(CC(=O)c1ccc(Cl)cc1)S(=O)(=O)c1ccc([N+](=O)[O-])cc1	5	1	7	11	-22	-9	-9	3	2	-108	-8
COc1ccc(OCCN2CCN(C(=O)c3ccc(OC)c(OC)c3)CC2)cc1	9	6	0	16	14	13	-11	0	-3	5	9
O=c1c2ccccc2sc2ccc(C#CC3(O)CCCCC3)cc12	107*	8	79*	99*	92*	93*	-25	93*	-85*	89*	87*
COc1ccc(C2CC(c3ccc(Cl)cc3)=NN2c2ccc(S(N)(=O)=O)cc2)cc1 (stereo unspecified)	31	.	24	-15	11	13	24	-9	-7	12	-23
O=C(CN1CCC(C(=O)c2ccc(Cl)cc2)CC1)NC1CCCC1	14	3	40	7	21	5	2	14	-4	24	7
Cc1nn(CC(=O)N2CCN(c3ccccc3)CC2)c(=O)c2ccccc12	10	1	7	4	3	-1	12	i	-5	7	12
FC(F)(F)c1cc(-c2ccco2)nc(N2CCN(Cc3ccccc3)CC2)n1	3	-1	7	-8	15	-4	-8	-5	6	11	7
COC(=O)C1CCN(C(=O)COC(=O)CNS(=O)(=O)c2ccc(SC)c([N+](=O)[O-])c2)CC1	5	1	-8	13	11	-12	-1	-8	7	-11	2
CC(C)c1nnc(NC(=O)CCC(=O)N2CCN(c3ccccc3F)CC2)s1	12	3	5	-26	-3	-7	15	-4	3	-13	8

Given with values under each structure: part of the list above.
Fields – TWEAK-Fn14 inh | NR2E3 ag-1 | Peg3 promoter | NR2E3 ag-2 | TROY signal inh | C8 TRAIL sens | CF NFkB block | TRPM1 prom inh | KKLEB cytotox | Shn3 3UTR inh | HIF-2a block
> COC(=O)c1c(C)nc(C)c(C(=O)OC)c1-c1ccc(OC)cc1
    9 | -2 | 15 | 3 | 13 | 2 | 12 | 1 | 6 | 14 | 19
> CCCCNc1ccc2oc(-c3ccc(OC)cc3)c(-c3ccc(OC)c(F)c3)c2c1
    -3 | . | 9 | -4 | -5 | -6 | -10 | 8 | 0 | 8 | -3
> Cc1ccc(CCN2CC(C(=O)NCCc3ccccc3)CC2=O)cc1 (stereo unspecified)
    7 | -2 | 9 | -1 | -16 | 2 | 4 | 2 | 1 | 1 | -11
> Cn1c(SCC(=O)NC2CCCC2)nnc1-c1ccncc1
    -6 | -2 | 2 | -10 | 3 | -7 | 10 | 3 | -4 | 1 | 5
> Fc1ccc(COc2ccccc2C(=S)N2CCCC2)cc1
    -5 | 3 | -11 | -25 | -27 | 1 | -19 | 0 | 6 | -26 | -28
> Cc1cc(SCC(=O)Nc2ccccc2)n2ncc(-c3ccccc3)c2n1
    32 | 0 | 22 | -13 | 63* | -4 | -4 | -6 | 5 | 13 | -10
> CCOC(=O)CN(C(=O)CSc1nnc2c(n1)[nH]c1ccccc12)c1ccccc1
    26 | -2 | 25 | -23 | 8 | 46 | -15 | 23 | -4 | 17 | 8
> Cc1cc(C(=O)OCC(=O)N2CCc3ccccc32)ccc1[N+](=O)[O-]
    -22 | 2 | -11 | -8 | -30 | 5 | -5 | -1 | 2 | -7 | -5
> CCN(CC)Cc1nc2nc(Cl)c(Cl)nc2[nH]1
    -8 | . | -5 | 4 | 0 | -2 | 7 | . | 3 | -16 | 3
> COC(=O)c1ccccc1NC(=O)CSc1nncn1-c1cccnc1
    17 | 4 | -7 | -10 | -3 | -10 | 4 | 24 | 8 | 9 | -1
> O=C1NC2(CCOc3ccccc32)C(=O)N1CC(=O)N(Cc1ccccc1)C1CCS(=O)(=O)C1 (stereo unspecified)
    -14 | -1 | 6 | 16 | -16 | 7 | -9 | 1 | 4 | 3 | 7
> O=c1c2cc(NC(=S)NCCN3CCCCCC3)ccc2nc2n1CCCCC2
    8 | 0 | 12 | -20 | -13 | 8 | 17 | 3 | 1 | -5 | 4
> CC(C)Oc1ccc(Nc2ncnc3ccccc23)cc1
    -9 | -1 | -334 | -98 | -58 | -1 | 4 | -84 | 5 | -41 | -226

An excerpt. The share of hits here may be higher or lower than overall.
